# GLP1R cytotox: cytotoxicity counter-screen for GLP-1 receptor inverse agonists; HEK293 cAMP-luciferase reporter cells, luminescence, 24 h; Potency, µM (titrated, usually from 38.3 µM), for the others: at the highest dose activity change, negative = inhibition, most hits filed as inhibitors; 0.13% of 410,000 active;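 note: loss of luciferase light is scored as toxicity; potency is the fitted concentration of half-maximal effect; % is set by controls: 0 for no effect and ±100 for the full control effect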
#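 Luminescence readout: signal drop marks cytotoxicity. Plated cells grew 12 h at 37 °C, 5% CO2, received 23 nL compound for 24 h, then got luciferase reagent, read after 12 min at RT.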
# IL-1B inflam inh: inhibitors of inflammasome signaling (IL-1 beta secretion); AID 743279; activity change, % at 57.5 µM; 4.7% of 360,000 active; THP-1 LPS/ATP IL-1B secretion, AlphaLISA, 16 h; active compounds read low; in the data active = activity change below about -50%; inconclusive = mostly about -30% to -49%; note: % is set by controls: 0 for no effect and ±100 for the full control effect
#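 THP-1 cells pretreated 1 hr with compounds (up to 57.5 uM final), then stimulated with LPS (250 ng/mL final) plus ATP (1.25 mM final); secreted IL-1B measured by AlphaLISA after 16 hr, decreased signal indicating inhibition.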
# KB-3-1 tox: KB-3-1 parental cell cytotoxicity; 1.4% of 400,000 active; KB-3-1 viability, CellTiter-Glo ATP luminescence, 72 h; Potency, µM (top dose mostly 46.1 µM), inactives show top-dose activity change, negative = cytotoxic, usual class: cytotoxic; AID 1347075; note: potency is the fitted concentration of half-maximal effect; % is set by controls: 0 for no effect and ±100 for the full control effect; nearly all actives have a fitted effect of over 60% in size
#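 KB-3-1 parental drug-naive adenocarcinoma cells in DMEM/10% FBS, incubated 72 h at 37 C with pin-transferred compounds across a concentration series. Viability by CellTiter-Glo luminescence; concentration-response curves fitted after normalization.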
# DRD3 agonist: activates the human D3 dopamine receptor | P35462 | D3R DiscoveRx beta-arrestin cells, luminescence, 90 min | max activation, % | 0.58% of 410,000 active; in the data active = max activation above about 30%; note: 0% is about no effect; mostly tested at two doses, the higher about 12 µM
# Target sequence (P35462 whole entry, looked up): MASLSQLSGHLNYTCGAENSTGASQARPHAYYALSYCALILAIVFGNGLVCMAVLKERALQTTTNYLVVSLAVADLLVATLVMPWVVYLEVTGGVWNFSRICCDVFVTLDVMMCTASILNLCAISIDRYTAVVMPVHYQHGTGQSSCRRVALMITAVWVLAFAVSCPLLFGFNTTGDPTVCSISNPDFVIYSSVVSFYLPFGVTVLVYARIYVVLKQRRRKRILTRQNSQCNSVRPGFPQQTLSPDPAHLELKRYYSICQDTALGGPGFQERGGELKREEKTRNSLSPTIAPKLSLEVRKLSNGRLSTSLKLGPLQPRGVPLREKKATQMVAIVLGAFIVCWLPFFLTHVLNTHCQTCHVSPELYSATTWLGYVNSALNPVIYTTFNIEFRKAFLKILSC
#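 Agonist mode: compounds and dopamine controls were applied to plated cells for 90 min at 37 degrees C after an overnight attachment at 1500 cells/well. Luminescent read-out followed 30 - 60 minutes at room temperature with DiscoveRx detection reagent.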
# HT1080-NT tox: kills 2HG-producing HT-1080-NT fibrosarcoma cells; HT-1080-NT fibrosarcoma viability, CellTiter-Glo ATP luminescence, 48 h; Potency, µM (top dose mostly 46.1 µM), for inactives: at the top dose activity, negative = less viability, most hits filed as cytotoxic; 1.6% of 360,000 active; AID 686970;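 note: NT is the 2HG producing partner of a matched IDH1 knockdown line; potency is the fitted concentration of half-maximal effect; 0% = DMSO-treated cells and -100% = media-only wells without cells; nearly all actives have a fitted effect of over 55% in size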
#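 Viability of the 2HG-overproducing fibrosarcoma line after 48 hours of compound exposure at 37 degrees C was determined by luminescence with CellTiter-Glo, and concentration-effect curves were then fitted and categorized.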
# SW480 rerep: inducers of DNA re-replication in SW480 colon cancer cells. SW480 DNA re-replication, Hoechst DNA content imaging, 48 h. Potency, µM (series often up to 46.1 µM), for the others: top-dose re-replication activation, hits mostly activators. 1.8% of 340,000 active; note: potency is the fitted concentration of half-maximal effect; % of control where 0% means no effect; nearly all actives have a fitted effect of over 55% in size
#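 Quantitative HTS format with DMSO vehicle controls; 48 hr drug incubation at 37 C, then 40 min Hoechst staining and scanning imager measurement at 405 nm excitation.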
# KB-V1 cytotox: KB-V1 MDR subline cytotoxicity; KB-V1 MDR cells viability, CellTiter-Glo, 72 h; Potency, µM (top dose mostly 46.1 µM), without a hit: at the top dose activity change, negative = cytotoxicity, actives largely listed as cytotoxic; 3.4% of 400,000 active; AID 1347076; note: potency is the fitted concentration of half-maximal effect; % is set by controls: 0 for no effect and ±100 for the full control effect; nearly all actives have a fitted effect of over 60% in size
#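 KB-V1 cells (P-gp-expressing MDR subline of KB-3-1) in phenol-red-free DMEM with 10% FBS were exposed to library compounds over a concentration series for 72 h at 37 degrees C. Viability read by CellTiter-Glo luminescence; concentration-effect curves fitted after normalization.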
# HT1080 IDH1KD tx: toxicity to HT-1080 IDH1 knockdown cells (counter line). 2% of 360,000 active. HT-1080 IDH1 knockdown viability, ATP luminescence, 48 h. AID 686971. Potency, µM (titrated, usually from 46.1 µM), for inactives: at the highest dose activity, negative = toxicity, most hits filed as cytotoxic;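 note: potency is the fitted concentration of half-maximal effect; 0% = DMSO wells and -100% = cell-free medium wells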
#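 In this qHTS, HT-1080 cells depleted of IDH1 are exposed for 48 h at 37 °C to compound titrations. Toxicity is scored from CellTiter-Glo luminescence, with DMSO as full viability and medium alone as none.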
# MCF10A rereplic: inducers of DNA re-replication in MCF 10A breast cells; Potency, µM (titrated, usually from 46.1 µM), for the others: at the top dose activity, positive = re-replication, hits mostly activators; MCF 10A DNA re-replication, Hoechst nuclear intensity, 48 h; 2.9% of 350,000 active; note: potency is the fitted concentration of half-maximal effect; % of control where 0% means no effect; nearly all actives have a fitted effect of over 50% in size
# * = called active by the depositor; i = inactive; ? = inconclusive; · = no result given; & = joins results of further samples; ! = a repeat was not active; [ ] = another dose, or the depositor's remark. Unless noted, calls come from the whole dose curve; as a rule, active = well fitted curve in the direction sought with a large enough effect; inconclusive = small, poorly fitted or top-dose-only effect, or another doubt; inactive = no such curve, though single readings can be large; an effect the other way counts as inactive or inconclusive.
SMILES	HT1080-NT tox	KB-V1 cytotox	KB-3-1 tox	SW480 rerep	GLP1R cytotox	IL-1B inflam inh	DRD3 agonist	HT1080 IDH1KD tx	MCF10A rereplic
CCCCON1C(=O)c2cccc3cccc(c23)C1=O	-10%	-19%	3%	-14%	5%	0	-4	-14%	-3%
CCOc1ccc(S(=O)(=O)NCCC(=O)NCCc2ccc(OCC)c(OCC)c2)cc1	0%	?	-5%	4%	-4%	4	1	-4%	3%
O=C(NCc1ccccc1F)c1cccc(S(=O)(=O)NCc2ccccc2)c1	-7%	·	·	4%	6%	-3	-10	-11%	0%
COc1ccc(NC(=O)CCC(=O)NCCO)cc1	-8%	?	-9%	-1%	-3%	-10	23	-6%	-3%
COc1ccccc1CNC(=O)CSc1nc(-c2ccccc2)cn1N	-3%	-4%	-4%	0%	-4%	0	3	1%	12%
Cc1ccc2nc(SCc3nc4cc(Cl)ccc4c(=O)[nH]3)[nH]c2c1	-11%	-21%	-1%	16%	3%	7	2	-3%	?
CC(=O)Nc1ccc(S(=O)(=O)NCCC(=O)Nc2ccc(C)cn2)cc1	0%	-6%	-2%	1%	-1%	4	-7	-1%	2%
CC1CC(C)CN(C(=O)COC(=O)c2cccc(S(=O)(=O)N(C)c3ccccc3)c2)C1 (stereo unspecified)	5%	-18%	11%	2%	0%	3	1	-3%	16%
N=c1c2c3c(sc2ncn1Nc1ccccc1)CCC3	-1%	?	-28%	23%	4%	?	-2	-5%	10%
CCOC(=O)N1CCC2(CC1)OC(=O)C(C)=C2C(=O)NCc1cccc(OC)c1	·	12%	1%	·	-18%	·	-8	·	·
O=C(O)C1=C[C@@H](c2ccccc2)C[C@@H](OCCCCO)O1	10%	0%	0%	1%	4%	66	15	11%	11%
COc1ccccc1C1=NOC(Cn2c(NCC3CCCO3)nc3c2c(=O)n(C)c(=O)n3C)C1 (stereo unspecified)	-2%	?	3%	1%	-13%	24	10	8%	6%
COc1ccc(NC(=O)CS(=O)(=O)Cc2ccccc2)c([N+](=O)[O-])c1	-7%	?	3%	11%	3%	-10	-4	-3%	14%
CCN(CC)c1ccc(NC(=O)CCCCCN2C(=O)c3ccccc3C2=O)cc1	-6%	4.6µM*	0%	-3%	3%	4	-1	-11%	5%
O=C(NCCc1cccc(Cl)c1)c1ccc(OC2CCN(Cc3ccccn3)CC2)cc1	?	0%	0%	5%	-14%	?	-19	?	9%
CCn1ccc(C(=O)N2CCN(c3ncccn3)CC2)n1	1%	-14%	-3%	-3%	9%	-4	3	1%	-27%
CCOC(=O)c1cnc2ccc(OCC)cc2c1N1CCN(c2cccc(Cl)c2)CC1	·	-25%	?	·	1%	·	4	·	·
COc1ccc(-c2noc(CSc3nc(N)cc(=O)[nH]3)n2)cc1	?	?	21µM*!	-5%	-21%&-11%	20	9&-8	?	?
COc1cc(O)c(C(CCN2CCCC2)c2ccc3c(c2)OCO3)c(OC)c1 (stereo unspecified)	-1%	?	15%	0%	-33%	?	-29	-7%	16%
CCOC(=O)c1sc(NC(=O)CCN2C(=O)c3cccc([N+](=O)[O-])c3C2=O)c(C(=O)OCC)c1C	16%	?	-1%	4%	2%	-1	16	0%	17%
O=C(Nc1cccc(F)c1)c1ccc2snnc2c1	·	?	-25%	·	-3%	·	2	·	·
Cc1ccc(C)c(Cn2ncc3ccccc32)c1	-18%	-13%	-8%	-2%	9%	7	-6	-13%	17%
c1cc(Nc2ncnc3sccc23)cc(-c2nnc3n2CCCCC3)c1	-1%	-6%	11%	0%	-11%	4	4	-10%	-2%
COC(=O)c1ccccc1NC(=O)c1ccc2c(Cl)c3c(nc2c1)CCCC3	·	28%	0%	·	2%	·	6	·	·
Cc1cc2oc(C(=O)Nc3cccc(-c4nc5ccccc5o4)c3)c(C)c2cc1C	·	3%	3%	·	2%	·	-5	·	·
CC(=O)Nc1nnc(CCN2CCCCC2)s1	12%	-8%	5%	-2%	-2%	20	0	11%	5%
CCCNC(=O)c1cc(C2CCCCN2C(=O)c2ccc3ccccc3c2)on1 (stereo unspecified)	-1%	4%	0%	·	-4%	1	-6	18%	·
Cc1ccc(Oc2ccccc2/C=C2\SC(=O)N(C)C2=O)cc1	-29%	16µM*	-11%	?	19%	?	-36	-17%	5%
Cc1cc(C)n2c(Nc3c(C)cccc3C)c(-c3cccnc3)nc2n1	8%	?	6%	·	1%	0	6	9%	·
COC(=O)c1cc(S(=O)(=O)N2CCOCC2)c(Cl)cc1N1CCOCC1	-2%	3%	23%	-3%	5%	35	2	-10%	-179%[0.0737 µM]
Cc1cc(C)c(S(C)(=O)=O)c(S(=O)c2ccc(Cl)cc2)n1 (stereo unspecified)	13%	10%	-2%	-6%	-3%	12	0	18%	-10%
O=C(O)c1ccc(Nc2ccc([N+](=O)[O-])c3nonc23)cc1	-16%	28%	14%	?	?	-10	-18	5%	-9%
O=C(CCC(=O)N(CC(=O)NC1CCCCC1)Cc1ccccc1)Nc1ccccn1	6%	-24%	1%	-25%	-3%	-8	6	5%	4%
CCCCOc1ccc(S(=O)(=O)Nc2cc(OC)ccc2OC)cc1	?	?	-20%	6%	1%	-75*	-35	0%	-4%
COC(=O)Nc1ccc(S(=O)(=O)N2CCC(C(=O)N(C)C3CCCCC3)CC2)cc1	-9%	-22%	-11%	0%	-2%[0.307 µM]	2	-2	-6%	-2%
CCOc1ncccc1C(=O)OCC(=O)Nc1cc(S(=O)(=O)N(CC)CC)ccc1C	0%	1%	-2%	-7%	3%	8	-1	-8%	-2%
CCCn1c(SCC(=O)N(C)C2CCS(=O)(=O)C2)nc2sc3c(c2c1=O)CCC3 (stereo unspecified)	-5%	23µM*	-11%	18µM*	9%	-8	-1	-22%	11%
CCn1c(CNc2ccc(F)cc2)nnc1SCC(=O)Nc1ccc(OC)cc1	1%	-14%	-2%	-4%[9.22 µM]	-4%	1	-1	7%	-9%
CC(=O)N(CCCCl)C(C#N)c1ccccc1 (stereo unspecified)	4%	0%	11%	2%	-14%	8	0	17%	-29%
CC(=O)c1ccc(N2CCN(C(=O)c3n[nH]c4ccccc34)CC2)cc1	-8%	?	14%	13%	-1%	-21	-9	-11%	6%
O=C(O)CCCCCN1C(=O)C(=O)/C(=C(/O)c2ccccc2)C1c1ccccc1 (stereo unspecified)	0%	18%	5%	-7%	2%	3	4	-2%	-4%
COc1ccc(NC(=O)NCc2ccncc2)cc1	5%	21%	0%	-2%[9.22 µM]	-4%	-1	0	8%	-7%
COc1ccc(S(=O)(=O)CCC(=O)N2CCN(c3ccc(F)cc3)CC2)cc1	16%	?	-16%	-5%	-38%	-1	0	6%	22%
O=C(NCc1ccc(F)cc1)C1CCCN(c2nc3ccsc3c(=O)s2)C1 (stereo unspecified)	-9%	?	-7%	?	4%	1	0	-6%	12µM*
Cc1cc(C)n(-c2ccc(C)c(Cl)c2)n1	7%	1%	-3%	3%	1%	i	-6	18%	-7%
OCCCNC(=S)Nc1ccc2nccnc2c1	-1%	0%	2%	-8%	0%	9	-3	-9%	-4%
Cc1nc2ccccc2c(=O)n1NC(=O)C1CC1C (stereo unspecified)	0%	9%	6%	-9%	8%	0	-5	4%	-4%
Cc1cccc(C(=O)Nc2sc3c(c2C(=O)O)CCCC3)c1	?	7.3µM*!	6.5µM*!	3%	-6%&-20%	-13	-8&5	-24%	?
Cc1nn(Cc2ccccc2)c2c1C(c1ccc(Cl)cc1)C(C#N)=C(N)O2 (stereo unspecified)	-25%	?	8%	-1%	-4%	12	12	?	?
COc1ccc(OCCCC(=O)Nc2cccc([N+](=O)[O-])c2)cc1	0%	?	21%	?	-2%	?	-9	4%	28%
COC(=O)c1cc(C(=O)OCC(=O)NC(=O)c2ccccc2)cc([N+](=O)[O-])c1	12%	11%	2%	-98%[inhibitor]	-10%	25	2	17%	-1%
CCn1nnnc1-c1ccc(OC)c(S(=O)(=O)NCCc2ccccc2)c1	3%	?	4%	-11%	8%	-11	-4	0%	15%
Cn1cnc([N+](=O)[O-])c1NC(C)(C)C	21%	?	9%	1%	-5%	14	-1	10%	-12%
O=C(NCc1cccs1)c1csc2c1CCCCC2	-3%	3%	-12%	-3%	4%	-8	-4	-5%	-1%
O=C1N[C@H]2CC=C[C@H]2N(Cc2cccs2)c2ccccc21	0%	0%	0%	-4%	0%	-4	16	-3%	?
Cc1cc(C(=O)OC(C)C(=O)NC2CCCCC2)c(C)o1 (stereo unspecified)	0%	0%	2%	-4%	-6%	-9	-10	11%	-1%
O=C(CCCc1c[nH]c2ccccc12)NCc1ccccc1C(F)(F)F	13%	?	1%	-11%	-12%	-16	2	10%	5%
COc1ccc(CNc2oc(Cc3cccc4ccccc34)nc2C#N)cc1	?	?	-12%	4%	2%	0	-2	?	9%

# Retrieved one by one from the list above, 2 records:
SMILES	HT1080-NT tox	KB-V1 cytotox	KB-3-1 tox	SW480 rerep	GLP1R cytotox	IL-1B inflam inh	DRD3 agonist	HT1080 IDH1KD tx	MCF10A rereplic
O=C(NCc1cccs1)c1csc2c1CCCCC2	-3%	3%	-12%	-3%	4%	-8	-4	-5%	-1%
O=C1N[C@H]2CC=C[C@H]2N(Cc2cccs2)c2ccccc21	0%	0%	0%	-4%	0%	-4	16	-3%	?

# Compound activity (PubChem)
